SW480 rereplic: DNA re-replication induction in SW480 cells. SW480 DNA re-replication, Hoechst DNA content imaging, 48 h. Potency, µM (highest dose often 46.1 µM), without a hit: at the highest dose re-replication activation, actives largely listed as activators. AID 624297. hit rate 1.8% among 340,000; note: potency is the fitted concentration of half-maximal effect; % of control where 0% means no effect; nearly all actives have a fitted effect of over 55% in size
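Image-based read-out: total Hoechst fluorescence of nuclei (405 nm excitation, 500-530 nm emission), with hits raising the fraction of high-intensity nuclei. SW480 colon cells incubated 48 hr with compounds at 37 C.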
KB-V1 MDR tox: KB-V1 MDR subline cytotoxicity; KB-V1 MDR cells viability, CellTiter-Glo, 72 h; Potency, µM (highest dose often 46.1 µM), for inactives: at the highest dose activity change, negative = cytotoxicity, actives largely listed as cytotoxic; hit rate 3.4% among 400,000; AID 1347076; note: potency is the fitted concentration of half-maximal effect; % is set by controls: 0 for no effect and ±100 for the full control effect; nearly all actives have a fitted effect of over 60% in size
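KB-V1 cells (P-gp-expressing MDR subline of KB-3-1) in phenol-red-free DMEM with 10% FBS were exposed to library compounds over a concentration series for 72 h at 37 degrees C. Viability read by CellTiter-Glo luminescence; concentration-effect curves fitted after normalization.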
HT1080 IDH1KD tx: toxicity to HT-1080 IDH1 knockdown cells (counter line) | HT-1080 IDH1 knockdown viability, ATP luminescence, 48 h | Potency, µM (top dose mostly 46.1 µM), inactives show at the top dose activity, negative = toxicity, hits mostly cytotoxic | hit rate 2% among 360,000;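 note: potency is the fitted concentration of half-maximal effect; 0% = DMSO wells and -100% = cell-free medium wells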
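Luminescent ATP read-out (CellTiter-Glo, 10 min at room temperature) after 48 h compound exposure at 37 °C gave viability of IDH1-knockdown HT-1080 cells. Activity was normalised to DMSO and cell-free wells, then fitted as concentration-response curves.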
IL1B secr inh: inhibitors of inflammasome signaling (IL-1 beta secretion); THP-1 LPS/ATP IL-1B secretion, AlphaLISA, 16 h; hits give low values; activity change, % at 57.5 µM; hit rate 4.7% among 360,000; AID 743279; in the data active = activity change below about -50%; inconclusive = mostly about -30% to -49%; note: % is set by controls: 0 for no effect and ±100 for the full control effect
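THP-1 cells pretreated 1 hr with compounds (up to 57.5 uM final), then stimulated with LPS (250 ng/mL final) plus ATP (1.25 mM final); secreted IL-1B measured by AlphaLISA after 16 hr, decreased signal indicating inhibition.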
ATXN2 expr inh: inhibitors of ATXN2 expression | HEK-293 ATXN2-luciferase reporter, luminescence, 24 h | Potency, µM (series often up to 57 µM), without a hit: at the top dose activity change, negative = inhibition, most hits filed as inhibitors | hit rate 0.72% among 360,000 | AID 1745845; note: potency is the fitted concentration of half-maximal effect; % is set by controls: 0 for no effect and ±100 for the full control effect; nearly all actives have a fitted effect of over 55% in size
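ATXN2-luciferase reporter cells (luciferase flanked by upstream and downstream ATXN2 gene portions) were treated 24 h at 37 °C with compounds at up to 57 uM. SteadyGlo luminescence gave expression; GF-AFC fluorescence gave viability.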
WRN inhibitor: WRN helicase (human) inhibition. Q14191. WRN helicase unwinding, fluorescent forked duplex, kinetic. Potency, µM (series often up to 114 µM), without a hit: at the top dose activity change, negative = inhibition, most hits filed as inhibitors. hit rate 0.46% among 360,000. AID 651768; note: potency is the fitted concentration of half-maximal effect; % is set by controls: 0 for no effect and ±100 for the full control effect; nearly all actives have a fitted effect of over 55% in size
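Enzyme (20 nM final) and test compound sit together 15 min at room temperature before substrate addition. Substrate is a single-forked duplex oligonucleotide (100 nM) labelled with fluorophore and quencher, with 2 mM ATP; helicase unwinding raises red fluorescence, read kinetically.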
HT1080NT lethal: kills 2HG-producing HT-1080-NT fibrosarcoma cells. Potency, µM (highest dose often 46.1 µM), for inactives: at the highest dose activity, negative = less viability, usual class: cytotoxic. HT-1080-NT fibrosarcoma viability, CellTiter-Glo ATP luminescence, 48 h. hit rate 1.6% among 360,000;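 note: NT is the 2HG producing partner of a matched IDH1 knockdown line; potency is the fitted concentration of half-maximal effect; 0% = DMSO-treated cells and -100% = media-only wells without cells; nearly all actives have a fitted effect of over 55% in size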
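Toxicity toward the 2HG-producing NT line was scored as %Activity, normalised to DMSO and no-cell wells, from CellTiter-Glo luminescence after 48 hours' treatment.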
MCF10A rereplic: inducers of DNA re-replication in MCF 10A breast cells; hit rate 2.9% among 350,000; Potency, µM (series often up to 46.1 µM), for the others: at the top dose activity, positive = re-replication, actives largely listed as activators; MCF 10A DNA re-replication, Hoechst nuclear intensity, 48 h; note: potency is the fitted concentration of half-maximal effect; % of control where 0% means no effect; nearly all actives have a fitted effect of over 50% in size
KB-3-1 tox: KB-3-1 parental cell cytotoxicity; hit rate 1.4% among 400,000; Potency, µM (titrated, usually from 46.1 µM), for the others: at the top dose activity change, negative = cytotoxic, most hits filed as cytotoxic; KB-3-1 viability, CellTiter-Glo ATP luminescence, 72 h; AID 1347075; note: potency is the fitted concentration of half-maximal effect; % is set by controls: 0 for no effect and ±100 for the full control effect; nearly all actives have a fitted effect of over 60% in size
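Multi-concentration cytotoxicity screen in KB-3-1 cells grown in DMEM lacking phenol red with 10% FBS. After 72 h at 37 °C with compound, ATP-dependent luminescence was recorded.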
Numbers without * were called inactive; u = inconclusive; x = no result given; [ ] = remark or other dose. Unless noted, calls come from the whole dose curve; as a rule, active = well fitted curve in the direction sought with a large enough effect; inconclusive = small, poorly fitted or top-dose-only effect, or another doubt; inactive = no such curve, though single readings can be large; an effect the other way counts as inactive or inconclusive.

SMILES	SW480 rereplic	HT1080 IDH1KD tx	ATXN2 expr inh	MCF10A rereplic	IL1B secr inh	KB-3-1 tox	KB-V1 MDR tox	HT1080NT lethal	WRN inhibitor
CCOc1ccccc1N(C)C(=O)c1sc2ncn(CC(=O)N3CCCCC3C)c(=O)c2c1C (stereo not given)	-11.2%	-9.5%	1.5%	-0.1%	13.0	-1.0%	-11.8%	0.6%	5.2%
COc1ccccc1OCc1ccc(C(=O)NCCN(C)C)o1	4.1%	5.6%	-2.6%	-4.6%	27.8	-3.4%	23.1%	5.2%	1.4%
O=[N+]([O-])c1ccc2c(c1)C(=Nc1ccccc1)c1ccccc1-2	8.6%	14.7%	4.1%	u	-11.4	11.9%	0.0%	6.5%	5.1%
CCCCN1C(=O)C(=O)N(CC(=O)c2ccc3c(c2)CCCC3)C1=O	-12.9%	-0.1%	13.9%	8.2%	-6.9	11.0%	u	-1.0%	-1.5%
Cc1nn(-c2ccccc2)c(Cl)c1C(=O)NCc1ccccc1F	3.2%	1.2%	0.2%	11.3%	-23.0	9.3%	-1.0%	5.5%	-0.3%[57.1 µM]
Cc1cccc(C)c1OCC(=O)NNC(=O)CNC(=O)c1ccc(OC(F)F)cc1	0.6%	0.0%	-0.3%	4.3%	-3.2	-0.8%	-28.5%	-0.1%	3.2%
Cc1cc(C)nc(Nc2ncc(O)n2-c2ccc(Br)cc2)n1	-5.2%	28.1%	-8.1%[11.3 µM]	-2.4%	-8.2	1.3%	5.1%	24.9%	-28.2%
O=[N+]([O-])c1ccc(Sc2nccn2Cc2ccccc2)c([N+](=O)[O-])c1	u	u	-7.9%	20.6µM*	-108.4*	-10.2%	u	-1.3%	-3.3%
COc1ccc(CCNC(=O)CCS(=O)(=O)Cc2ccccc2C)cc1OC	-7.0%	12.1%	9.9%	12.1%	-6.8	-10.1%	2.9%	8.2%	10.6%
Cc1cc(C)c[n+](C2=C([O-])c3ccccc3C(=O)/C2=N\S(=O)(=O)c2cccs2)c1	2.91µM*	1.2%	-3.7%	u	0.0	u	-3.0%	6.7%	-1.7%
O=C(CCN1N=C(c2ccccc2)CCC1=O)NC1CCCCC1	x	4.4%	x	x	-50.6*	-2.4%	-20.4%	2.8%	-7.5%
O=C(CCCn1ncn2c(cc3occc32)c1=O)NCc1cccc(Cl)c1	-14.2%	-0.3%	-5.8%	-2.9%	11.6	8.1%	-14.6%	1.8%	-10.7%
CN(C)S(=O)(=O)c1cccc(C(=O)OCC(=O)c2ccc3c(c2)NC(=O)CO3)c1	2.1%	-11.6%	-11.5%	4.3%	7.3	-10.2%	15.7%	0.6%	-5.1%
Oc1[nH]c(N=C2N=c3ccccc3=N2)c2ccccc12	16.4µM*	u	26.6%	u	-97.8*	u	u	u	-4.9%
CN(C)CCCNC(=O)/C(=C\c1ccc(-c2ccc(Br)cc2)o1)NC(=O)c1ccccc1	-125.9%[inhibitor]	23.1µM*	u	u	u	u	-28.3%	u	3.5%
COc1ccc(-c2cc(C(=O)N3CCN(c4ccccc4OC)CC3)no2)cc1	17.7%	23.0%	-5.6%	u	6.5	13.5%	-9.9%	12.3%	-1.8%
COc1ccc(C(=O)Nc2nc(C)cc(C)n2)cc1	-1.0%	-2.2%	-8.6%	-5.3%	-1.0	-2.6%	-15.7%	0.0%	-1.7%
O=C(CCn1c(=O)c2cccn2c2ccc(F)cc21)NCc1cccc(F)c1	-5.2%	5.2%	-14.4%	u	-14.1	9.8%	-25.8%	27.1%	10.2%
Cn1c2c(c(=O)n(C)c1=O)C(C(F)(F)F)(C(F)(F)F)N=C(c1ccccc1Cl)N2	-3.0%	-6.8%	-11.5%	4.5%	22.2	u	u	-16.9%	1.5%
COC(=O)c1c(NC(=O)c2ccc(C(=O)c3ccccc3)cc2)sc2c1CC(C)(C)NC2(C)C	x	10.0%	x	x	-4.0	-8.6%	18.2%	-2.1%	-0.4%
O=C(Nc1ccc(S(=O)(=O)N2CCCc3ccccc32)cc1)C1CCCO1 (stereo not given)	0.8%	-24.1%	0.4%	2.1%	28.8	-6.7%	-2.5%	-0.4%	-3.3%
COc1ccc(-c2cc(C(=O)O)nc3ccc4ccccc4c23)cc1OC	-0.8%	20.4%	14.7%	0.1%	-4.3	2.7%	-1.9%	20.6%	-11.6%
CC1C(=O)Nc2ccc(S(=O)(=O)Nc3ccccc3Br)cc2NC1=O (stereo not given)	0.9%	2.6%	3.0%	-2.1%	38.4	2.1%	20.2%	-0.9%	-6.1%
CCN1CCN(C(=O)CS(=O)Cc2nc(-c3cccc(C)c3)oc2C)CC1 (stereo not given)	-4.2%	14.6%	12.0%	4.0%	21.7	6.2%	1.2%	3.3%	-5.5%
COc1ccccc1C(=O)Nc1c(C)n(C)n(-c2ccccc2)c1=O	-7.6%	-0.7%	-1.2%	0.8%	-0.5	7.8%	-13.1%	7.7%	11.4%
CCCCn1c(N)c(N(CCOC)C(=O)c2cc3ccccc3cc2OC)c(=O)[nH]c1=O	-0.9%	4.6%	-2.3%	-0.1%	-6.0	23.8%	u	3.0%	2.6%
Cn1ccc(C(=O)N2CCCc3ccccc32)n1	3.5%	11.2%	2.3%	-3.1%	1.1	5.4%	14.1%	-4.5%	-7.9%
CCCCNC(=O)c1c[nH]c2ccc(S(=O)(=O)N3CCOCC3)cc2c1=O	0.8%	u	-5.2%	-3.0%	18.2	2.2%	4.2%	-0.6%	-2.7%
O=C(Nc1ccc(F)cc1)c1ccc(CSc2ccccc2)o1	8.2%	-0.3%	-2.7%	u	u	u	u	-4.5%	-1.0%
O=C(c1cccc(F)c1)N1C2C=CC(C2)C1(C(F)(F)F)C(F)(F)F (stereo not given)	-2.8%	0.5%	-8.6%	3.7%	21.9	6.2%	u	-1.4%	-4.5%
COC(=O)C1=C(C)N(c2cc(C)cc(C)c2)/C(=C/c2ccc(O)cc2)C1=O	u	-10.1%	x	u	-57.4*	0.6%	-13.9%	2.1%	-5.6%
CC(C)(C)c1ccc(S(=O)(=O)N2C=CC(C(F)(F)F)=NCC2)cc1	-4.9%	-1.5%	-7.7%	1.1%	7.7	-4.3%	-4.3%	-14.5%	4.3%
COCC1CCCCN1Cc1cn[nH]c1-c1ccc(OC)cc1OC (stereo not given)	-33.5%[inhibitor][1.84 µM]	13.0%	0.2%	-31.5%[inhibitor]	13.5	-2.4%	3.8%	12.7%	6.0%[57.1 µM]
O=C(c1ccc(OC2CCN(C(=O)c3cccnc3)CC2)cc1)N1CCCCCC1	0.8%	-0.5%	-14.1%	u	27.4	-6.9%	-1.1%	-15.5%	-5.4%
Nc1ccc(CCn2ccnc2)cc1	-9.0%	11.1%	-11.0%	4.6%	28.2	2.9%	9.5%	11.2%	-8.8%
C=CCC[C@@H](Cc1ccc(F)cc1)C(=O)OCCNC(=O)[C@@H](CC=C)CC(=O)N[C@@H](CO)Cc1ccccc1	9.2%	-0.6%	-5.4%	2.4%	-19.2	0.0%	-0.1%	-1.9%	-2.8%
CCOc1ccc(NS(=O)(=O)CC23CCC(CC2=O)C3(C)C)cc1 (stereo not given)	-9.8%	0.1%	-5.5%	13.4%	17.8	-1.8%	18.4µM*	2.0%	-0.7%
Oc1ccccc1/C=N/Nc1ccnc(SCc2ccccc2)n1	u	u	5.5%	0.6%	34.7	2.2%	u	-31.6%	8.3%
CC1(C)Cc2ccccc2-c2c1c(=O)n(Cc1ccccc1)c1nnnn21	0.3%	-4.8%	6.2%	16.3%	22.3	-10.0%	u	-7.6%	1.3%
O=C(Cc1ccc(Br)cc1)Nc1nc2ccccc2[nH]1	5.8%	7.1%	29.3%	8.6%	17.8	2.3%	-4.8%	-5.4%	1.9%
CCOC(=O)/C(=C\Nc1ccccc1C(F)(F)F)Sc1ncc(C(F)(F)F)cc1Cl	15.2%	7.3%	-5.2%	22.5%	6.8	2.7%	-5.2%	15.6%	-8.8%
O=C1OCCN1C(=O)[C@H]1[C@H](c2ccc([N+](=O)[O-])cc2)C(c2cccc(Cl)c2)=NN1c1ccc(Br)cc1	-6.7%	-28.7%	-2.8%	-3.2%	-7.4	0.0%	0.0%	-12.4%	-7.7%
CC(=O)c1c(C)[nH]c(C(=O)OCC(=O)Nc2ccc3c(c2)OCCO3)c1C	-7.5%	4.6%	-7.5%	2.3%	25.6	u	20.6µM*	3.3%	-1.8%
Cc1ccc(-n2nc3c(=O)n(CC(=O)NC4CCCCC4)nc(C)c3c2C)cc1	-3.8%	-11.8%	x	-4.5%	-17.2	-1.8%	-1.1%	1.3%	-6.5%

Some of these compounds in order of length of the SMILES, ascending:
SMILES	SW480 rereplic	HT1080 IDH1KD tx	ATXN2 expr inh	MCF10A rereplic	IL1B secr inh	KB-3-1 tox	KB-V1 MDR tox	HT1080NT lethal	WRN inhibitor
O=C(c1ccc(OC2CCN(C(=O)c3cccnc3)CC2)cc1)N1CCCCCC1	0.8%	-0.5%	-14.1%	u	27.4	-6.9%	-1.1%	-15.5%	-5.4%
CC(=O)c1c(C)[nH]c(C(=O)OCC(=O)Nc2ccc3c(c2)OCCO3)c1C	-7.5%	4.6%	-7.5%	2.3%	25.6	u	20.6µM*	3.3%	-1.8%
C=CCC[C@@H](Cc1ccc(F)cc1)C(=O)OCCNC(=O)[C@@H](CC=C)CC(=O)N[C@@H](CO)Cc1ccccc1	9.2%	-0.6%	-5.4%	2.4%	-19.2	0.0%	-0.1%	-1.9%	-2.8%

Screens: PubChem, National Center for Advancing Translational Sciences (NCATS)
